TRPC4 block = TRPC4 (mouse) channel inhibition. Q9QUQ5. HEK293 TRPC4beta/mu-opioid, DAMGO-evoked Fluo4 calcium flux; active compounds read low. B-score at 10 µM. actives 0.39% (n = 300,000);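 active = B-score over 3 SD under the library average, no early fluorescence shift, positive overall ratio signal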
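Assay system: TRPC4beta/mu-opioid receptor HEK293 cell line; compound dosing: single concentration per test compound; detection: Fluo4 Ca2+ flux fluorescence; evaluation: per-well B score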
ANO1 block = inhibitors of mouse TMEM16A calcium-activated chloride channel | normalized B-score (activity score, 25-100; higher = stronger inhibition) at 10 µM | HEK293 TMEM16A/YFP iodide influx fluorescence, ionomycin | actives 1.2% (n = 310,000);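 active = ratio plate-corrected score three or more library SD toward inhibition, starting fluorescence score within five deviations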;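 also: score derived from kinetic fluorescence span divided by baseline fluorescence per well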
TRPC6 activator = activators of mouse TRPC6 channel; AID 2550; actives 0.13% (n = 310,000); Q61143; B-score at 10 µM; HEK293-TRPC6 membrane potential dye fluorescence; active compounds read high;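 active = B-score of the integrated fluorescence ratio above library mean plus 3 SD, and starting fluorescence ratio within library mean plus 5 SD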;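 also: higher score means more depolarization so channel activation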
TMEM16A act = activates or potentiates the mouse TMEM16A chloride channel | HEK293 TMEM16A/YFP-H148Q/I152L, iodide quench fluorescence; active compounds read low | B-score at 10 µM | actives 0.3% (n = 340,000) | AID 623877;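 active = fluorescence-ratio B-score plate-corrected deviation score at least 3 library SD below zero, with starting fluorescence score within 5 deviations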;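 also: channel opened by trigger with iodide after compound preincubation; score built on the fluorescence ratio of max minus min over baseline; more negative score means more quench and so TMEM16A activation or potentiation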
MrgX1 antag = antagonists of human MrgX1 receptor; Q96LB2; MRGX1-HEK293 calcium flux, Fluo-4, BAM8-22 antagonism; active compounds read low; B-score at 10 µM; actives 1.3% (n = 310,000); AID 588676;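 active = calcium-response B-score plate-corrected more than 3 library SD below zero, starting fluorescence within 5 deviations, no agonist response on first addition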;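 also: peak minus trough fluorescence over baseline after final BAM8-22 challenge near maximal dose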
Target sequence (Q96LB2 whole entry, looked up): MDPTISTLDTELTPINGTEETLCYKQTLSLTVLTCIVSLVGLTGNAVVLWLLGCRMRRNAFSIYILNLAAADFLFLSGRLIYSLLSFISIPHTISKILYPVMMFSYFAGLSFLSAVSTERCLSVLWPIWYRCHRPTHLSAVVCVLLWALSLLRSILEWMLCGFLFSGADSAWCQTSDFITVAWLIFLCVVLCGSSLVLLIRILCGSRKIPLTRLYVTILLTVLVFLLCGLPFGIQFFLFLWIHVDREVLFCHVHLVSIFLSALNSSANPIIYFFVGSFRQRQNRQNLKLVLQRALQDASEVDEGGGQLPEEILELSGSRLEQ
MrgX1 agonist = human MrgX1 receptor agonism, primary screen; Q96LB2; MrgX1-HEK293 cells, Fluo-4 calcium fluorescence, agonist mode; active compounds read high; B-score at 10 µM; actives 0.44% (n = 310,000); AID 588627;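 active = calcium response B-score plate-corrected fluorescence ratio at least 3 library SD, with starting fluorescence B-score inside 5 SD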
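Assay system: stable human MrgX1 HEK293 cell line. Quantity: 15,000 cells per well. Schedule: cells plated overnight, dye loaded 0.5 h 37 °C, 0.5 h room temperature. Detection: Fluo-4 NW calcium-flux fluorescence, kinetic read. Read-out basis: peak-minus-minimum fluorescence over baseline, converted to B scores. Control set: positive and negative control wells on each plate.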
TRPC6 inh = mouse TRPC6 channel inhibition. Q61143. HEK293-TRPC6, membrane potential dye, ACh-evoked depolarization; active compounds read low. B-score at 10 µM. actives 1.1% (n = 310,000);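 active = B-score under library mean minus 3 SD, initial fluorescence not abnormally high, positive integrated signal ratio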;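 also: B-score derived from integrated fluorescence ratio over the kinetic read; more negative B-score means stronger inhibition of depolarization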
TRPC4 potent = TRPC4 (mouse) allosteric potentiation. AID 2227. actives 0.42% (n = 310,000). HEK293 TRPC4beta/mu-opioid, DAMGO EC20, Fluo-4 Ca2+ flux; active compounds read high. B-score at 10 µM;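 active = B-score of calcium response area above 5 SD of library B-scores, with initial fluorescence ratio within 5 SD of library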;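 also: B-score of integrated fluorescence ratio over time as area under calcium response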
SKKanGAS inh = blocks kanamycin growth of S. pyogenes SKKanGAS strain; inhibition, % at 7.5 µM; BacTiter-Glo, 6 h; actives 1.3% (n = 300,000);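 active = mean replicate score, as percent of positive control median, at least 50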;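 also: strain carries kanamycin resistance gene driven by streptokinase promoter and grows in 40 µg/ml kanamycin; loss of luminescence reflects streptokinase promoter inhibition or plain growth inhibition; 0% = median of DMSO wells and 100% = positive control at its reference dose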
TRPC4 agonist = TRPC4 (mouse) channel activation; Q9QUQ5; HEK293 TRPC4beta/mu-opioid, Fluo4 calcium fluorescence; active compounds read high; B-score at 10 µM; actives 0.49% (n = 310,000); AID 2237;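 active = B-score above 5 SD of library B-scores, and initial fluorescence ratio not above library mean plus 5 SD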;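 also: positive B-score marks a calcium rise read as TRPC4 activation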
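Material: HEK293 stable line with TRPC4beta plus mu-opioid receptor; technique: Fluo4 calcium-sensitive dye fluorescence, kinetic, 1 Hz baseline; timing: Fluo4 dye loading 45 min at room temperature, 110 s recording; controls: assay buffer as low control, maximal DAMGO as high control; read-out: integrated baseline-normalised fluorescence ratio, converted to per-well B score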
MrgX1 allo act = human MrgX1 positive allosteric modulation, primary screen | AID 588675 | MrgX1-HEK293, Fluo-4 calcium flux, FDSS; active compounds read high | Q96LB2 | B-score at 10 µM | actives 0.63% (n = 310,000);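 active = plate-corrected calcium response at least 3 library SD above typical, normal starting fluorescence, not activating the receptor alone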;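 also: compound read alongside a low EC10 to EC30 dose of BAM8-22 agonist; peak minus trough fluorescence over baseline measured at the second addition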
* marks the source's active call; other numbers are inactive results; i = inactive; x = not tested or not shown.

Sequence of screens – TRPC4 block, ANO1 block, TRPC6 activator, TMEM16A act, MrgX1 antag, MrgX1 agonist, TRPC6 inh, TRPC4 potent, SKKanGAS inh, TRPC4 agonist, MrgX1 allo act
1: Cc1cc(C(=O)NNC(=O)CCN2CCN(c3ccccc3)CC2)c2ccccc2n1
  i, i, i, i, i, i, i, i, -5, i, i
2: CCOc1ccc2nc(SCc3ccc(OC)cc3)sc2c1
  i, i, i, i, i, i, i, i, 1, i, i
3: CC1(C)C(=O)Nc2ccccc2N1C(=O)CSc1nc(-c2ccccc2)cs1
  i, i, i, i, i, i, i, i, -12, i, i
4: COc1ccc(N2CCN(C(=O)c3cc4c(=O)n(Cc5ccccc5)ccc4nc3C)CC2)cc1
  i, i, i, i, i, i, i, i, -3, i, i
5: O=C(c1cccs1)N1CCCC1
  i, i, i, i, i, i, i, i, 6, i, i
6: COC(=O)[C@@]12CCCN1[C@H](c1ccc(-c3ccc(F)cc3)cc1)[C@H]1C(=O)N(C)C(=O)[C@H]12
  i, i, i, i, i, i, i, i, -1, i, i
7: COC(=O)c1ccc(C(=O)OC)c(NC(=O)CN2CCCCC2)c1
  i, i, i, i, i, i, i, i, -1, i, i
8: O=C(C1CCN(CCCc2ccccc2)CC1)N1CCCCC1
  i, i, i, i, i, i, i, i, -6, i, i
9: CCOC(=O)C1(Cc2ccccc2C)CCCN(Cc2cn(C)nc2C)C1 (stereo not given)
  i, i, i, i, i, i, i, i, -2, i, i
10: O=C(Nc1ccc(S(=O)(=O)Nc2ncccn2)cc1)c1ccc(S(=O)(=O)N2CCCC2)cc1
  i, i, i, i, i, i, i, i, 1, i, i
11: O=C(O)CC(NC(=O)CC(c1ccccc1)c1ccccc1)c1cccc([N+](=O)[O-])c1 (stereo not given)
  i, i, i, i, i, i, i, i, -10, i, i
12: O=C1CN(C(=O)COC(=O)c2oc3ccccc3c2COc2ccccc2)c2ccccc2N1
  i, i, i, i, i, i, i, i, 43, i, i
13: N#Cc1c(=O)c2nc(NCc3ccccc3)ncc2n2ccccc12
  i, i, i, i, i, i, i, i, 6, i, i
14: Cc1cc(/C(O)=C2\C(=O)C(=O)N(CCN(C)C)C2c2ccncc2)ccc1OCc1ccccc1 (stereo not given)
  i, i, i, i, i, i, i, i, 2, i, i
15: Cc1ccccc1N(C)S(=O)(=O)c1nnc(NC(=O)c2ccco2)s1
  i, i, i, i, i, i, i, i, 28, i, i
16: COc1ccc(Sc2ncnc3onc(C)c23)cc1
  i, i, i, i, i, i, i, i, 7, i, i
17: O=C(Cn1cnc2ccccc2c1=O)N(Cc1ccco1)c1ccc(O)cc1
  i, i, i, i, i, i, i, i, -1, i, i
18: COc1ccc(C(=O)Nc2ccc(C(=O)N3CCCCC3C)cc2)c(OC)c1OC (stereo not given)
  i, i, i, i, i, i, i, i, -3, i, i
19: CCn1c2ccccc2c2cc(NS(=O)(=O)c3ccc(C)cc3)ccc21
  i, i, i, i, i, i, i, i, 19, i, i
20: CCOc1cc(N2CCOCC2)c(OCC)cc1NC(=O)c1cc(C)nc2ccccc12
  i, i, i, i, i, i, i, i, 6, i, i
21: Cn1cccc1C(=O)NC(=O)COC(=O)c1cc([N+](=O)[O-])ccc1Cl
  i, i, i, i, i, i, i, i, -9, i, i
22: COc1cc(C(=O)Nc2nc(-c3ccc(C)cc3)cs2)ccc1OCC(=O)N1CCOCC1
  i, i, i, i, i, i, i, i, 13, i, i
23: O=C(Nc1cc(Cl)cc(Cl)c1)c1ccno1
  i, i, i, i, -4.5*, i, i, i, -1, i, i
24: O=C(NCc1ccc(F)cc1)c1ccc(CNc2c(N3CCOCC3)c(=O)c2=O)cc1
  i, i, i, i, i, i, i, i, -4, i, i
25: CC(CCc1ccccc1)NC(=O)CSc1ccccc1 (stereo not given)
  i, i, i, i, i, i, i, i, -8, i, i
26: Cc1nn(C)cc1N1C(=O)c2cccc3c(N)ccc(c23)C1=O
  i, i, i, i, i, i, i, i, 3, i, i
27: CNc1oc(-c2ccc(Cl)cc2)nc1C#N
  i, i, i, i, i, i, i, i, -5, i, i
28: CN(CC(=O)NCCCN1CCOCC1)S(=O)(=O)c1cc(Cl)ccc1Cl
  i, i, i, i, i, i, i, i, 1, i, i
29: O=C(CSc1ncccc1-c1nc2ccccc2[nH]1)N1CCc2ccccc21
  i, i, i, i, i, i, i, i, -1, i, i
30: O=C(CC1C(=O)NCCN1C(=O)c1ccc(Cl)cc1)Nc1ccc(F)cc1 (stereo not given)
  i, i, i, i, i, i, i, i, -3, i, i
31: Nc1ccccc1SCc1csc(-c2ccc(Cl)cc2)n1
  i, i, i, i, i, i, i, i, 6, i, i
32: O=[N+]([O-])c1ccccc1S(=O)(=O)N1CCN(c2ccccn2)CC1
  i, i, i, i, i, i, i, i, 1, i, i
33: CCOCCCNC(=O)C(c1ccc(C)cc1)N(Cc1ccc2c(c1)OCO2)C(=O)c1ccccn1 (stereo not given)
  i, i, i, i, i, i, i, i, x, i, i
34: Cc1cccc(OCC(=O)Nc2ccc3nc(C)sc3c2)c1
  i, i, i, i, i, i, i, i, -3, i, i
35: COCCN(C(=O)COC(=O)c1cc(C)n(-c2ccccc2)c1C)c1c(N)n(Cc2ccccc2)c(=O)[nH]c1=O
  i, i, i, i, i, i, i, i, 13, i, i
36: Cc1cccc(C)c1OCc1n[nH]c(=S)o1
  i, i, i, i, i, i, i, i, -1, i, i
37: CC(C)c1ccc(C(CC(=O)c2ccc(Cl)cc2)C(=O)O)cc1 (stereo not given)
  i, i, i, i, i, i, i, i, 20, i, i
38: CC(C)(CNC(=O)c1sc2cc(Cl)ccc2c1Cl)N1CCOCC1
  i, i, i, i, i, i, i, i, -1, i, i
39: Cn1c(C(=O)NCCc2ccsc2)cc2c(=O)n(C)c3ccccc3c21
  i, i, i, i, i, i, i, i, -3, i, i
40: O=C1NCCN1CCNS(=O)(=O)c1ccc2ccccc2c1
  i, i, i, i, i, i, i, i, -12, i, i
41: Cc1ccc(S(=O)(=O)NCC(=O)OCc2ccccc2Br)cc1
  i, i, i, i, i, i, i, i, -4, i, i
42: COc1cc(/C=N\NC(=O)CNC(=O)C(c2ccccc2)c2ccccc2)ccc1O
  i, i, i, i, i, i, i, i, 0, i, i
43: Cc1cc(-c2nn(-c3ccccc3F)cc2CN2CCN(c3ccncc3)CC2)c(C)s1
  i, i, i, i, i, 56*, i, i, -10, i, i
44: CCCn1c(=O)c(C(=O)NCc2ccccc2OC)c(O)c2ccccc21
  i, i, i, i, i, i, i, i, 1, i, i
45: COc1cccc(/C=C/C(=O)OCC(=O)c2cc(C)n(CC3CCCO3)c2C)c1OC (stereo not given)
  i, i, i, i, i, i, i, i, x, i, i
46: CCOc1ccc(N(CC(=O)NCc2ccccc2)S(=O)(=O)c2ccc(C)cc2)cc1
  i, i, i, i, i, i, i, i, -1, i, i
47: O=C(NCc1ccccn1)c1cc(-c2ccccc2Cl)on1
  i, i, i, i, i, i, i, i, -2, i, i
48: CC(C)OCC1CC(CC(=O)NC(=S)Nc2cccc([N+](=O)[O-])c2)C(=O)O1 (stereo not given)
  i, i, i, i, i, i, i, i, 9, i, i
49: Nc1nnc(SCC(=O)Nc2ccc(F)c(Cl)c2)n1-c1ccccc1
  i, i, i, i, i, i, i, i, -3, i, i
50: Cc1nc2cc(C(F)(F)F)ccc2n1CCNc1nc(-c2ccc([N+](=O)[O-])c(Cl)c2)cs1
  i, i, i, i, i, i, i, i, 27, i, i
51: O=C(NC(=S)N1CCN(C/C=C/c2ccccc2)CC1)c1ccc(Cl)nc1
  i, i, i, i, i, i, i, i, 3, i, i
52: CCOC(=O)/C(C#N)=C/NC(=O)NC(C)(C)C
  i, i, i, i, i, i, i, i, 4, i, i
53: CCCNC(=S)Nc1cccc(C(F)(F)F)c1
  i, i, i, i, i, i, i, i, 1, i, i
54: Cc1cccc(CCNC(=O)C2CCN(S(=O)(=O)c3c(C)noc3C)CC2)c1
  i, i, i, i, i, i, i, i, 6, i, i
55: O=C(Nc1ccccc1C(=O)NCc1ccccc1)c1ccccc1
  i, i, i, i, i, i, i, i, x, i, i
56: O=C(CSc1nnc(-c2ccc(Cl)cc2)n1Cc1ccco1)c1cccs1
  i, i, i, i, i, i, i, i, 11, i, i
57: COc1ccc(C(CNC(=O)c2ccc(N3CCCC3=O)cc2)N(C)C)cc1 (stereo not given)
  i, 25*, i, i, i, i, i, i, 7, i, i
58: O=C(Oc1cc(=O)oc2ccccc12)c1ccccc1
  i, i, i, i, i, i, i, i, 17, i, i
59: CO/N=C/NC(=O)NOCc1ccc(Cl)cc1Cl
  i, i, i, i, i, i, i, i, -2, i, i
60: CCn1c(NC(=O)c2ccc(C)cc2)c2ccccc2nc1=O
  i, i, i, i, i, i, i, i, 1, i, i

Next part:
Sequence of screens – TRPC4 block, ANO1 block, TRPC6 activator, TMEM16A act, MrgX1 antag, MrgX1 agonist, TRPC6 inh, TRPC4 potent, SKKanGAS inh, TRPC4 agonist, MrgX1 allo act
61: Cc1nc2cc(Cl)c(Cl)cc2n1CCCO
  i, i, i, i, i, i, i, i, 44, i, i
62: CC(C)(C)NC(=O)COc1ccc(CNCc2cccnc2)cc1
  i, i, i, i, i, i, i, i, 1, i, i
63: O=C(Cc1cccs1)N=Nc1c(O)[nH]c2ccc(Br)cc12
  i, i, i, i, i, i, i, i, 7, i, i
64: Cc1ccc(OCCn2cc(C(=O)O)c3ccccc32)cc1
  i, i, i, i, i, i, i, i, 8, i, i
65: O=C(CCc1nc(-c2cccs2)no1)NCc1ccc(F)cc1Cl
  i, i, i, i, i, i, i, i, -3, i, i
66: CCn1c(C)c(C)c2cc(C(=O)NCCCN3CCCCCC3)ccc21
  i, i, i, i, i, i, i, i, -6, i, i
67: N#C/C(=C/c1cccc([N+](=O)[O-])c1)C(=O)Nc1ccccc1O
  i, i, i, i, i, i, i, i, -2, i, i

Source: PubChem (several laboratories)
